# Bioassay records as filed in PubChem BioAssay.
# DDE Tn6 FP inh: inhibitors of Tn6 peptide binding to fibrin DD(E), primary screen, biochemical, fluorescence polarization, human fibrin, Tn6 probe; actives 0.21% (n = 370,000); Fibrin DD(E) TRITC-Tn6 fluorescence polarization displacement; Fibrinogen beta chain (Homo sapiens), P02675; inhibition, % at 8.3 µM;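 active = inhibition above a per-campaign cutoff: mean of compounds within control limits plus 3 SD, cut at about 15% in these data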;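 note: 0% = median of all compound wells on the plate and 100% = blocking peptide control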
# Target sequence (P02675 whole entry, looked up): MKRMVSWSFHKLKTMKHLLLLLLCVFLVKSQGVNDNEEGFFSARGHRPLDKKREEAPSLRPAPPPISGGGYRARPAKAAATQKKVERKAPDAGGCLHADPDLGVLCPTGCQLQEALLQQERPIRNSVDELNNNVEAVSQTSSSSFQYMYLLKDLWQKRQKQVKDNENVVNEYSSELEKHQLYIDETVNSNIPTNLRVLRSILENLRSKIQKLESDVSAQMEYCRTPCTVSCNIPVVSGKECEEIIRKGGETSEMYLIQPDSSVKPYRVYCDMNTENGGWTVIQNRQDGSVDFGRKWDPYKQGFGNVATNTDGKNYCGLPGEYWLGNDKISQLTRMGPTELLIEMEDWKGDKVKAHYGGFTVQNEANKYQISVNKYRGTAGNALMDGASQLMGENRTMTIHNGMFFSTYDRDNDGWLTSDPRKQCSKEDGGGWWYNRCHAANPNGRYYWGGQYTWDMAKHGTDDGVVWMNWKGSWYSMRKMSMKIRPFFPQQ
# proKLK7 act: proKLK7 zymogen activators, primary screen, biochemical, fluorescence intensity; Kallikrein-7 (Homo sapiens), P49862; purified proKLK7, EDANS-DABCYL substrate fluorescence; 100% is mature enzyme control, 0% vehicle; activation, % at 7 µM; actives 0.9% (n = 370,000); AID 652039, 2013;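 active = activation above the mean of all tested compounds plus 3 SD, computed per campaign excluding outliers beyond control limits, cut at about 13% in these data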
# TDP2 absorb: human TDP2 enzyme inhibitors, primary screen, biochemical, epi absorbance, recombinant enzyme; Tyrosyl-DNA phosphodiesterase 2 (Homo sapiens), O95551; T5PNP hydrolysis, p-nitrophenol absorbance 415 nm; inhibition, % at 12.8 µM; actives 0.34% (n = 370,000); AID 720702, 2013;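 active = inhibition above the mean of all tested compounds plus 3 SD, set per campaign, cut at about 25% in these data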;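 note: 0% = DMSO with enzyme and 100% = buffer with substrate but no TDP2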
#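 Test system: Human TDP2 enzyme | Reagent: 5 mM T5PNP | Compound dosing: 12.8 µM single point, 1% DMSO | Incubation: Enzyme reaction with compound for 2 h at 37 °C | Technique: p-Nitrophenol epi absorbance | Read-out: % inhibition relative to enzyme-containing and enzyme-free wells | Benchmarks: High control without enzyme, low control DMSO plus TDP2 | Replicates: Singlicate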
# ASAP1 GAP inh: inhibitors of human ASAP1 ArfGAP activity, primary screen, biochemical, fluorescence polarization; Arf-GAP with SH3 domain, ANK repeat and PH domain-containing protein 1 (Homo sapiens), …; ASAP1-stimulated ARF1 GTP hydrolysis, GDP FP detection; inhibition, % at 16.5 µM; actives 0.19% (n = 360,000); in the data active = inhibition above about 25%;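 note: 0% = vehicle with enzyme and substrate and 100% = no enzyme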
# DDE Tn7 FP inh: inhibitors of Tn7 peptide binding to fibrin DD(E), primary screen, biochemical, fluorescence polarization, human fibrin, Tn7 probe; FP displacement of FITC-Tn7 peptide from fibrin DD(E); 0% = median of compound wells per plate; actives 0.13% (n = 370,000); inhibition, % at 8.3 µM; Fibrinogen beta chain (Homo sapiens), P02675;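 active = inhibition above the mean of compounds falling within the control limits plus 3 SD of them, cut at about 14% in these data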;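 note: 0% = plate median of compound wells and 100% = 10 µM Aha-Tn7 peptide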
#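 Assay system: human fibrin DD(E) protein / Input: 2 µM fibrin DD(E) / Benchmarks: high control of 10 µM Aha-Tn7 peptide / Measured by: fluorescence polarization of the labelled Tn7 tracer / Medium: Tris buffer with calcium and detergent, pH 7.8 / Timing: 10 min compound pre-incubation, 3 h probe incubation at room temperature / Repeats: one replicate per compound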
# PLC-gamma1 inh: PLC-gamma1 enzyme inhibitors, primary screen, biochemical, fluorescence, purified enzyme | fluorogenic substrate | inhibition, % at 12.2 µM | actives 0.84% (n = 370,000) | 1-phosphatidylinositol 4,5-bisphosphate phosphodiesterase gamma-1 (Homo sapiens), P19174; in the data active = inhibition above about 9.5%
# ADAM17 inh: ADAM17 inhibitors, primary screen, biochemical, QFRET; Disintegrin and metalloproteinase domain-containing protein 17 (Homo sapiens), P78536; recombinant ADAM17, EDANS/DABCYL FRET peptide cleavage; inhibition, % at 6.95 µM; actives 0.83% (n = 370,000); AID 720648, 2013;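 active = inhibition above the mean of compounds lying between control limits plus 3 SD, set per campaign, cut at about 8.5% in these data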;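 note: 0% = DMSO-only wells as the low control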
# Target sequence (P78536 215-824 limits assumed): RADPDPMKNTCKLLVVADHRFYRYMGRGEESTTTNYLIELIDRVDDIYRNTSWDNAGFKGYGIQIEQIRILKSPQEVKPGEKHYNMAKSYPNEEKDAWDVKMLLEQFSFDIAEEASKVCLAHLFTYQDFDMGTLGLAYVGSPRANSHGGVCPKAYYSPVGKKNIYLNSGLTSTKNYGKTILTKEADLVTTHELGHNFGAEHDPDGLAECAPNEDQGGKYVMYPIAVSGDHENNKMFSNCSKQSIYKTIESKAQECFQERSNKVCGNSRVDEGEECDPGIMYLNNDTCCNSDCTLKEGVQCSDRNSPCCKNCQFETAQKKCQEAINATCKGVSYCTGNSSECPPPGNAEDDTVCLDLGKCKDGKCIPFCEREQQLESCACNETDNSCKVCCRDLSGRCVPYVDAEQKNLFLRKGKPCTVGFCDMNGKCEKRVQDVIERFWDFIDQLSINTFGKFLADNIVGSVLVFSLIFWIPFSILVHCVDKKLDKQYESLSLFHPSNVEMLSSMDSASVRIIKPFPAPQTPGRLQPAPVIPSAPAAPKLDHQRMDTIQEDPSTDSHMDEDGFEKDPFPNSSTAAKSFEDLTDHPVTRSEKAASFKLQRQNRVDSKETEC
# LEDGF integ inh: blockers of LEDGF/p75-dependent integrase strand transfer – biochemical, TR-FRET, high throughput, primary screen; AID 743269, 2014; TR-FRET IN-LEDGF/p75 DNA integration, Eu/Cy5; actives 0.64% (n = 370,000); HIV-1 integrase (with human LEDGF/p75); inhibition, % at 3.7 µM;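 active = inhibition above the screen-wide mean plus 3 SD, cut at about 13% in these data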;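 note: signal is the Cy5 over europium emission ratio at 671 and 618 nm; 0% = plate median of compound wells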
# ARFGAP1 inhibitor: inhibitors of rat ARFGAP1 GAP activity, primary screen, biochemical, fluorescence polarization, GDP tracer. ADP-ribosylation factor GTPase-activating protein 1 (Rattus norvegicus), Q62848. actives 0.26% (n = 360,000). inhibition, % at 16.5 µM. Arfgap1-stimulated ARF1 GTP hydrolysis, GDP FP detection;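 active = inhibition above a per-plate limit, mean inhibition of low control wells plus 3 SD, cut at about 25% in these data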;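 note: 0% = DMSO wells with enzyme and 100% = wells lacking Arfgap1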
#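 System: truncated rat Arfgap1 GAP domain / Benchmarks: high control wells lacking Arfgap1, low control full reaction with DMSO / Times: compound-enzyme preincubation 20 min, reaction 120 min, detection 60 min, 25 °C / Repeats: one replicate per compound / Also added: human ARF1(Δ1-17)-GTP substrate / Measured by: Tracer-displacement fluorescence polarization with EDTA stop, 620/688 nm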
# ADAM10 inh: human ADAM10 inhibitors, primary screen, biochemical, QFRET, HTS. inhibition, % at 7 µM. actives 0.62% (n = 370,000). Disintegrin and metalloproteinase domain-containing protein 10 (Homo sapiens), O14672. recombinant ADAM10, EDANS/DABCYL FRET peptide cleavage, 3 h. AID 720582, 2013;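 active = inhibition above a per-campaign cutoff equal to the mean of compounds falling between control-based bounds plus 3 SD, cut at about 20% in these data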;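 note: 0% = DMSO wells while the 100% control is not disclosed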
# Starred values were filed as active, the others as inactive; i = inactive; . = not tested or not shown.
PLC-gamma1 inh,ADAM17 inh,ARFGAP1 inhibitor,DDE Tn7 FP inh,TDP2 absorb,LEDGF integ inh,ASAP1 GAP inh,DDE Tn6 FP inh,ADAM10 inh,proKLK7 act,SMILES
-2,1,-9,8,1,-4,-1,-5,-4,-0.5,O=C(CSc1ccc(Cl)cc1)Nc1ncccn1
4,-2,-6,9,9,-3,1,4,1,-0.6,CSc1ccc(S(=O)(=O)NC2CCCCCC2)cc1
4,0,14,-8,2,4,-1,-3,2,0.5,O=C(NCc1ccccc1)[C@@H]1CCCN1C(=O)[C@H]1CCCN1C(=O)C1CCCCC1
-1,-4,-7,8,13,1,-6,-6,-5,-0.2,COc1ccc(S(=O)(=O)N2CCCC(C(=O)NCc3ccccc3)C2)cc1 (stereo not drawn)
1,-5,7,13,11,87*,-13,1,-11,0.3,CC(C)[C@@H]1Cc2[nH]n(C)c(=O)c2[C@H](c2ccc(F)cc2)O1
-21,-72,1,1,6,3,17,0,-250,0.1,COc1ccc2[nH]c(=O)c(CN(C(=O)c3cccnc3)c3ccccc3OC)cc2c1
-71,-18,1,0,4,1,-2,2,-64,2.9,COc1ccc2c(=O)c(C(=O)O)c(-c3ccc4c(c3)OCO4)n(C)c2c1
-2,-1,25*,3,-2,-1,-13,1,0,0.8,Cc1ccc(N2C(=O)CC(Sc3nc(C)cc(C)n3)C2=O)cc1 (stereo not drawn)
2,0,-5,1,3,1,-6,-3,-4,0.5,COc1ccccc1C(=O)OCC(=O)NC12CC3CC(CC(C3)C1)C2
1,-3,7,-9,-6,-2,-14,7,-9,-0.5,CC1CC(=O)Nc2ccccc2N1C(=O)COc1ccc2ccccc2c1 (stereo not drawn)
-1,-1,8,0,0,2,-8,-15,-17,-0.7,CCOC(=O)C(Cc1ccc(NC(C)=O)cc1)N1C(=O)c2ccccc2C1=O (stereo not drawn)
-3,-6,-1,3,0,-4,-14,3,-8,0.5,NS(=O)(=O)c1ccc(CCNC(=O)CN2CCN(c3ccc(F)cc3)CC2)cc1
-1,-5,1,5,6,0,9,-4,-7,-0.6,FC(F)(F)c1cc(CCN2C(=S)NC[C@@H]2CC2CCCCC2)cc(C(F)(F)F)c1
-1,-7,7,4,-2,2,-13,8,-9,-0.3,Cc1nc([N+](=O)[O-])c(N2CCN(C)CC2)n1Cc1ccccc1
-12,-3,2,-5,-2,2,2,1,-12,0.3,Cc1ccc(S(=O)(=O)N2CCN(CCO)CC2)cc1-c1nnc2c3ccccc3c(C)nn12

# No new results follow: two of the compounds above.
PLC-gamma1 inh,ADAM17 inh,ARFGAP1 inhibitor,DDE Tn7 FP inh,TDP2 absorb,LEDGF integ inh,ASAP1 GAP inh,DDE Tn6 FP inh,ADAM10 inh,proKLK7 act,SMILES
-2,1,-9,8,1,-4,-1,-5,-4,-0.5,O=C(CSc1ccc(Cl)cc1)Nc1ncccn1
4,-2,-6,9,9,-3,1,4,1,-0.6,CSc1ccc(S(=O)(=O)NC2CCCCCC2)cc1

# Other entries.
PLC-gamma1 inh,ADAM17 inh,ARFGAP1 inhibitor,DDE Tn7 FP inh,TDP2 absorb,LEDGF integ inh,ASAP1 GAP inh,DDE Tn6 FP inh,ADAM10 inh,proKLK7 act,SMILES
-5,3,5,1,-3,2,12,12,-2,0.3,Cc1ccc(NC(=O)CN2CCc3cc4c(cc3C2C)OCCCO4)cc1C (stereo not drawn)
-296,-6,-3,-10,9,-2,9,-2,-7,0.3,CCCCN1C(C(=O)Nc2ncccn2)=C(O)c2ccccc2S1(=O)=O
-4,-8,.,5,7,-3,.,2,-4,-0.3,O=C(NCCc1ccccc1)OCc1cn(Cc2c(F)cccc2F)nn1
1,-1,5,-8,-12,-3,-9,-6,-19,-0.5,Cc1ccc(C(O)c2ncc(-c3ccccc3C)[nH]2)cc1F (stereo not drawn)
-41,-16,-5,10,4,2,7,12,-60,0.0,O=C(NC1CCCCC1)C(C1CC1)n1c(=O)c(-c2ccco2)nc2ccccc21 (stereo not drawn)
0,3,7,-5,-1,1,-2,4,11,0.1,O=C(Cc1ccccc1)NC(=S)Nc1cc(C(F)(F)F)ccc1Cl
3,-3,-6,-2,2,1,-8,-1,3,0.6,COc1cc(C(=O)Nc2cccc(-c3nc4cc(C)cc(C)c4o3)c2)cc(OC)c1OC
1,-4,-3,3,6,0,3,6,-29,0.2,Cn1c(=O)c2c(ncn2CCOC(=O)C(C)(C)Oc2ccc(Cl)cc2)n(C)c1=O
1,0,21,2,8,0,10,1,-3,0.3,O=C(c1cccc(NS(=O)(=O)c2ccc(F)cc2)c1)N1CCN(c2ccccc2)CC1
-375,-39,2,5,-2,2,5,-4,-114,-6.6,CCCCNC(=O)CSc1nc2ccc(N3CCOCC3)cc2c(=O)n1CCc1ccccc1
-8,-6,-5,5,7,-4,-8,0,0,-0.4,CC(C)(C)C1CCc2c(sc(NC(=O)c3cccs3)c2C(N)=O)C1 (stereo not drawn)
-5,-10,-11,2,0,-2,9,-3,-27,-0.7,O=C(Nc1ccon1)c1cc2ccccc2oc1=O
4,-4,0,4,-6,2,-4,-3,-1,0.9,FC(F)(F)c1cccc(Sc2cc(C(F)(F)F)nc(-c3ccccn3)n2)c1
-1,-1,-1,6,-3,-2,5,-6,-1,0.0,Cc1ccccc1NC(=O)c1ccc(F)c(S(=O)(=O)NCC2CCCO2)c1 (stereo not drawn)
5,0,5,-2,14,1,6,4,0,-0.1,CCNc1nc(NCC)n2c(SCC(=O)c3ccccc3Cl)nnc2n1
-1,2,14,-2,-6,0,-8,2,9,-0.4,O=C(CNc1cc(S(=O)(=O)N2CCOCC2)ccc1NCC1CCCO1)Nc1ccc(F)c(F)c1 (stereo not drawn)
-3,-2,7,5,-7,-1,-3,-2,14,-0.2,COc1ccc(C(=O)NCc2nnc(SCC(=O)N3CCOCC3)o2)cc1OC
-2,-3,7,0,13,-3,-5,-7,2,1.0,CC(=O)c1ccc(NC(=O)C(Cc2ccccc2)n2cccc2)cc1 (stereo not drawn)
2,0,6,2,17,0,-12,5,4,0.0,Cc1oc(-c2ccc(Cl)cc2)[n+]([O-])c1C
1,-3,-7,7,6,0,-13,-1,-4,0.6,CCN(CC)CCNC(=O)C(=O)Nc1cc2c3c(c1)CC(=O)N3CCC2
0,-1,-7,-6,-2,-4,1,-2,-17,-0.1,CC/C(=N\NC(=O)c1ccoc1C)c1ccc(C)o1
0,-5,-4,4,-6,0,7,6,-4,-1.1,NNC(=O)c1ccc(CSc2n[nH]c(=O)[nH]c2=O)cc1
0,-1,0,-8,-1,3,4,-9,5,-0.4,CCN1CCCC1CNC(=O)C(=O)NC(C)C (stereo not drawn)
-124,-44,-3,-1,0,0,-2,4,-125,-6.4,COc1cccc(C2C(C(=O)Nc3nc4ccccc4s3)=C(C)NC3=C2C(=O)CC(C)(C)C3)c1OC (stereo not drawn)
-7,-4,-5,-6,6,1,-7,1,-2,-0.1,CCSc1nnc(NC(=O)c2ccc(Br)s2)s1
-1,-5,-12,9,-2,-4,5,2,-10,0.1,COCCCNC(=O)c1cc(S(=O)(=O)N2CCC3(CC2)OCCO3)ccc1F
-115,-14,2,2,-9,-3,-5,8,-46,7.1,O=C1COc2ccc(C(=O)COC(=O)Cc3ccc(Cl)cc3)cc2N1
i,i,0,-2,-27,5,4,-1,i,32*,CC1CCCCN1C(=O)c1cc2c(=O)n3ccccc3nc2s1 (stereo not drawn)
-2,-3,10,3,11,-1,-4,6,-1,-0.2,COc1ccc(CNC(=O)Cn2nnc3ccccc3c2=O)cc1
2,1,-1,-9,-2,2,4,7,5,0.5,COc1ccc(C(C(=O)NCC2CCCO2)N(C(=O)Cn2nnc3ccccc32)c2ccc(NC(C)=O)cc2)cc1OC (stereo not drawn)
-1,4,1,-1,-8,-2,-9,5,6,-0.5,CCN(Cc1ccc2c(c1)OCCO2)S(=O)(=O)c1ccc(NC(C)=O)cc1
-13,-1,21,1,17,1,6,0,-1,-0.1,CC(=O)Nc1ccc(C=NNc2ccc([N+](=O)[O-])cn2)cc1
1,-1,7,1,1,-4,4,-3,-1,-0.1,CCn1c(COc2ccc(Cl)cc2)nnc1SC1CCc2ccccc2C1=O (stereo not drawn)
-2,-3,-2,-2,0,-5,-6,6,-15,-0.1,CN(Cc1cccs1)c1ncnc2sccc12
2,-2,0,-6,3,3,-24,-8,-4,0.1,COc1ccccc1CNC(=O)CN(C)CC(=O)Nc1cccc(F)c1
-4,-5,10,-2,2,-2,-1,1,1,0.8,CCCCN(CC)Cc1ccc(CNC(=S)Nc2ccc(C)cc2Cl)o1
-4,-3,-1,0,-6,-5,4,3,5,-0.2,O=C(CC1OC(=O)c2ccccc21)Nc1cccc(S(=O)(=O)N2CCCCCC2)c1 (stereo not drawn)
-7,-6,-2,-1,2,1,-3,10,-5,-0.1,CCCn1c2ccccc2c2nnc(SCC(=O)Nc3cc(C)on3)nc21
-5,0,-2,0,15,4,20,6,-6,0.5,COC/C=C/C1=CC2=CC(=O)C(C)(OC(=O)c3cnc4ccccc4n3)C(=O)C2=CN1CCOC (stereo not drawn)
-1,-2,9,-11,6,-3,5,5,-10,0.5,CCOC(=O)N1CCN(c2c(NCCc3ccccc3)c(=O)c2=O)CC1
2,2,-2,-3,14,-3,-3,-2,5,-0.5,Cc1cc(C2C(=O)c3ccccc3C2=O)c(C)c(C)c1C
2,-3,6,3,6,0,5,-10,0,0.0,O=S1(=O)CCN(Cc2ccccc2C(F)(F)F)CC1
-9,-4,3,-6,2,-1,5,4,-25,1.1,COc1ccc(-c2nc3cc(NC(=S)NC(=O)Cc4ccccc4)ccc3o2)cc1
